Yp Topo-I inh = Y. pestis Topo-I inhibition via cleavage products; Y. pestis Topo-I cleavage product accumulation, plate reader; activity, % at 10 µM; 360,000 tested, 0.064% active; AID 504884; in the data active = activity above about 50%, passing the limit was not always enough; inconclusive = no clear call, values can overlap the other calls; also: inactives centre near 2
BoNT-A LC inh2 = BoNT A light chain protease inhibition; multiplex microsphere protease substrate cleavage, flow cytometry; inhibition, % at 10 µM; 360,000 tested, 0.17% active; AID 588499; also: plate controls were buffer without enzyme for full effect and enzyme alone for no effect
PfHsp40 yeast = compounds rescuing yeast from Plasmodium falciparum HSP40 toxicity; 340,000 tested, 0.68% active; growth rescue, % at 12.5 µM; S. cerevisiae expressing PfHsp40, growth rescue, ATP luminescence; in the data active = growth rescue above about 28%, passing the limit was not always enough; inconclusive = no clear call, values can overlap the other calls;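 also: yeast W303a lacking pdr1 and pdr3 grown in galactose medium; growth measured after three days at 30 °C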
TcdB GH inh = blocks C. difficile toxin B glycohydrolase activity | 350,000 tested, 0.24% active | inhibition, % at 9.99 µM | TcdB glycohydrolase enzymatic assay, plate reader; in the data active = inhibition above about 10%
CCHFV vOTU inh = CCHFV vOTU protease inhibition; Pep-AMC fluorescence; inhibition, % at 11.5 µM; 370,000 tested, 0.55% active; AID 651958; in the data active = inhibition above about 30%; also: 0% = vehicle wells with enzyme and 100% = no enzyme wells
FadD28 FP inh = inhibitors of Mycobacterium tuberculosis FadD28 bisubstrate binding; FadD28 bisubstrate probe binding, fluorescence polarization; inhibition, % at 12.5 µM; 360,000 tested, 0.22% active; in the data active = inhibition above about 8.5%, passing the limit was not always enough; inconclusive = no clear call, values can overlap the other calls
Anthrax LF prot = anthrax lethal factor protease inhibition; multiplex microsphere protease cleavage assay, LF; inhibition, % at 10 µM; 360,000 tested, 0.12% active; also: plate controls were buffer without enzyme for full effect and enzyme alone for no effect
Target sequence (P15917 whole entry, looked up): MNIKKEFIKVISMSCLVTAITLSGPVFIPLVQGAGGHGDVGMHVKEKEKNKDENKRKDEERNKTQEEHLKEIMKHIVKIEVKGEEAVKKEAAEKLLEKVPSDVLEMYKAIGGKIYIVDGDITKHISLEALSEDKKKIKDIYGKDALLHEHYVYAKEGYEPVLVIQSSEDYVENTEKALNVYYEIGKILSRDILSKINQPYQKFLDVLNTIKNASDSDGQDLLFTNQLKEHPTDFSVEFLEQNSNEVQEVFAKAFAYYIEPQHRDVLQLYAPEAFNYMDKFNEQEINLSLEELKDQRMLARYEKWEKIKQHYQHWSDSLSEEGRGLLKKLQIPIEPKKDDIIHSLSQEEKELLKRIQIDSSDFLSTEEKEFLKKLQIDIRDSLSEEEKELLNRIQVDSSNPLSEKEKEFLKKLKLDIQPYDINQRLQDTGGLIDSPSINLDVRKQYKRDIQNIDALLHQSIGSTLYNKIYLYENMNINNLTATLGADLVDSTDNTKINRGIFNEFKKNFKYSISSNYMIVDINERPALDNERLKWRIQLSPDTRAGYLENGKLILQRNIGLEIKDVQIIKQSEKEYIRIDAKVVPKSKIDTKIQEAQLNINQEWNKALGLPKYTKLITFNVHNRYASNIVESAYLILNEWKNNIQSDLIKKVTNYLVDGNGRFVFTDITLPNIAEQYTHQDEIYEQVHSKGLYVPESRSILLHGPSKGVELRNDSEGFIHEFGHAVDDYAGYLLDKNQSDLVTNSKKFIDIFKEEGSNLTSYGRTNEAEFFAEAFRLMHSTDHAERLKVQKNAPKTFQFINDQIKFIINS
BoNT F protease = blocks Botulinum neurotoxin F light chain protease; AID 588497; inhibition, % at 10 µM; 360,000 tested, 0.22% active; Multiplex microsphere protease cleavage assay, flow cytometry; in the data active = inhibition above about 35%, passing the limit was not always enough; inconclusive = no clear call, values can overlap the other calls; also: plate controls were buffer without enzyme for full effect and enzyme alone for no effect
PrPC surface inh = reduces human prion protein on the cell surface; P04156; AID 720596; cell surface PrPC, TR-FRET read-out; inhibition, % at 13.8 µM; 370,000 tested, 0.43% active; in the data active = inhibition above about 24%; also: 0% = median of the test wells and 100% = reference compound wells
Numbers without * were called inactive; ? = inconclusive; . = not tested or not shown. Rule as the data show it, unless noted: active = inhibition above about 30%; inconclusive = no clear call, values can overlap the other calls; inactive = below that. Rows are unselected. Share with any hit: about 2.3%.

nr	SMILES	BoNT F protease	BoNT-A LC inh2	Yp Topo-I inh	PfHsp40 yeast	Anthrax LF prot	CCHFV vOTU inh	PrPC surface inh	FadD28 FP inh	TcdB GH inh
1	Cc1ccc(NC(=O)c2nc[nH]c2C(=O)N[C@@H](C)C(=O)OC(C)(C)C)cc1	-3	-0.6	-7	1.9	2	21	11	-0.9	-9.4
2	CC(C)(C)[C@H]1CCC(=O)N([C@H](CSc2ccc(Br)cc2)Cc2ccccc2)CC1	-4	-0.5	6	-0.9	0	-3	-6	-3.6	0.6
3	Oc1ccc(/C=N/N2CCN(C3c4ccccc4-c4ccccc43)CC2)cc1O	-4	0.3	-2	0.2	3	12	5	-0.1	-0.5
4	CCCN1C2=NS(=O)(=O)CCN2c2ccccc21	5	0.2	-7	0.8	2	10	1	-0.6	.
5	NNC(=O)c1oc2nc(-c3cccs3)cc(-c3ccco3)c2c1N	?	-2.2	13	1.5	-10	15	-7	-3.8	-0.2
6	CC1CCCN(C(=O)CSc2n[nH]c(-c3cccs3)n2)C1 (stereo not given)	?	-2.7	5	-0.5	1	-2	2	-0.8	0.6
7	O=[N+]([O-])c1ccc(N2CCOCC2)c2cccnc12	-1	-0.3	10	1.3	4	1	-20	0.3	-1.5
8	CCCCn1c(N)c(N(CC(C)C)C(=O)c2ccc(C)c(S(=O)(=O)N3CCCCC3)c2)c(=O)[nH]c1=O	-8	-8.9	-1	1.0	-5	-5	-4	-1.8	0.3
9	O=C(OCC1OC(n2ccc(=O)[nH]c2=O)C(Cl)C1O)c1ccccc1 (stereo not given)	0	-0.2	-5	-2.8	-2	-5	-1	.	-4.0
10	O=C(O)c1ccc(Nc2ncnc3c2cnn3Cc2ccccc2)cc1	-3	-1.3	10	-1.6	-5	12	2	-9.7	0.7
11	O=C(O)c1cccnc1Sc1ccccc1	-2	-0.3	0	-0.3	2	-10	5	-1.9	.
12	CCOc1ccccc1C(=O)N(Cc1ccco1)C1CCS(=O)(=O)C1 (stereo not given)	25	0.1	-2	-1.3	5	-4	-5	-2.6	.
13	Cc1occc1C(=O)N/N=C/C=C/c1ccc(N(C)C)cc1	-12	2.4	-11	-0.3	1	2	-1	-0.7	1.9
14	COc1ccc2[nH]c3c(c2c1)CCNC3C1CC=C(C)CC1 (stereo not given)	-7	0.7	-7	5.1	-1	-3	-14	-2.3	0.7
15	Cc1ccc(C2CC(c3ccco3)n3ncnc3N2)cc1 (stereo not given)	-6	-0.4	-1	0.2	-9	-5	-1	-2.5	2.6
16	Cc1c(C(=O)N2CCN(c3ccc([N+](=O)[O-])cc3)CC2)sc2ncn(CC(=O)N3CCOCC3)c(=O)c12	-1	0.0	7	1.2	5	14	-28	-0.7	1.4
17	COc1cc2c(cc1OC)CN(C(=O)c1cc(=O)c3ccccc3o1)CC2	-3	0.1	10	1.7	-4	1	9	-3.6	.
18	O=C(NCCc1c[nH]c2ccccc12)/C(=C/c1cccnc1)NC(=O)c1ccco1	-4	-0.6	-2	-1.0	1	8	-5	-0.5	1.4
19	C(=C(c1ccccc1)c1ccccc1)c1ccccn1	1	-0.1	7	-0.8	-1	6	-5	-1.5	1.4
20	Cc1c(C(=O)N/N=C/c2ccccc2)[nH]c2c([N+](=O)[O-])cccc12	6	-2.2	7	1.1	-13	6	2	-0.1	0.1
21	CCN(C(=S)NC(=O)C1CCCC1)C1CCCCC1	-6	-0.6	0	-0.6	-2	-16	3	-3.4	0.8
22	Cn1ccc2c(-c3ccc(C(F)(F)F)cc3)cc3c(c21)C1CCC3O1 (stereo not given)	6	0.8	.	.	-3	-21	2	-0.1	2.0
23	CC(C)Oc1ccc(C(CC(=O)O)Cc2ccccc2)cc1 (stereo not given)	6	-2.3	-3	-1.9	-11	-9	8	0.6	1.5
24	Cc1ccc(-c2nc(C#N)c(NCc3cccc4c3OCO4)o2)cc1	-3	-1.5	27	-0.2	3	5	-3	0.5	.
25	Cc1ccccc1/C=C1\CCCc2ccccc2C1=O	3	-1.2	12	2.8	10	4	-2	-4.0	.
26	O=C(O)c1cccc(-n2cccc2/C=C\[N+](=O)[O-])c1	-4	-0.5	-5	0.6	-4	11	-8	1.1	1.2
27	CCCn1c(N)c(N(CCOC)C(=O)C(C)Oc2ccc(F)cc2)c(=O)[nH]c1=O (stereo not given)	-6	-1.6	0	-0.5	2	-3	1	-4.3	-1.5
28	Cc1ccc(N2C(=O)c3cccc4c(N)ccc(c34)C2=O)c2cccnc12	27	4.7	2	-1.1	13	-7	-4	0.2	-0.1
29	Nc1ccc(S(=O)(=O)c2ccccc2)nc1	4	-0.5	-5	0.2	-10	4	9	-3.9	-1.2
30	Cc1ccc(C(=O)NC(=S)Nc2cccc3c(C)cc(C)nc23)cc1	2	2.5	15	1.1	-1	-6	4	0.5	.
31	CC(=O)c1ccc(NC(=O)C2Cc3ccccc3CN2C(=O)c2ccccc2)cc1 (stereo not given)	0	0.0	18	0.0	1	-1	-11	-0.4	9.5
32	O=C(Nc1ccccn1)C1CCCN1S(=O)(=O)c1ccc(Cl)cc1 (stereo not given)	-14	0.9	10	-2.0	-1	7	-4	-6.4	0.1
33	c1ccc2c(c1)C(=NC1CCCCC1)NC2=NC1CCCCC1	0	0.4	0	-0.8	2	2	-15	-0.3	.
34	O=C(CCc1c[nH]c2ccccc12)N1CCCC1	-4	2.8	6	-1.3	0	-10	7	-2.9	-0.1
35	CN(C(=O)c1cccc(NC(=O)Cc2cccc([N+](=O)[O-])c2)c1)C1CCCC1	1	-0.2	12	-0.3	-4	15	-2	-5.9	4.1
36	O=C(CCc1nnc(-c2ccc(-c3ccccc3)cc2)o1)N1CCCCC1	1	-0.4	31	4.3	-5	4	15	-3.7	-0.2
37	Cc1ccc(N2C(=O)c3ccccc3C2C(=O)c2cc(C)ccc2O)cc1 (stereo not given)	-1	0.1	-1	1.9	-1	-3	0	-1.9	-0.1
38	CCOc1ccc(N(CC(=O)NCc2ccccc2Cl)S(=O)(=O)c2c(C)noc2C)cc1	-1	1.3	-1	1.8	2	-5	4	-1.9	0.2
39	CN(CC(=O)Nc1ccccc1Br)C(=O)c1ccccc1-c1nc2ccccc2s1	-6	-4.0	9	1.4	-1	-5	-1	-1.3	0.6
40	Cc1ccc(-n2ncc3c2CCCC3NC(=O)CCC2=NNC(=O)CC2)cc1C (stereo not given)	-5	3.2	3	-0.6	0	-11	-2	-1.4	0.9
41	O=C(CNc1cc(S(=O)(=O)N2CCOCC2)ccc1N1CCCC1)N1CCc2ccccc21	-4	-0.7	3	-0.3	0	-15	4	-4.4	2.3
42	CCOc1ccccc1NC(=O)CSC1=NN2CCCC(=O)N=C2S1	-1	-0.1	6	-1.3	1	4	-1	-2.0	1.0
43	COc1cccc(NC(=O)COC(=O)C2CCCCC2)c1	.	.	3	-1.6	.	11	-4	-0.9	1.0
44	O=C(CCn1cncn1)N1CCCC(N2CCN(c3cccc(C(F)(F)F)c3)CC2)C1 (stereo not given)	-6	-2.1	15	-0.6	1	0	-11	-0.9	-1.9
45	COc1ccc(C(=O)Nn2c(SCC(=O)N3CCC(C)CC3)nc3ccccc3c2=O)cc1	-5	?	17	1.8	0	3	1	-4.7	.
46	Cc1cc(C)c2c(CN3CCN(CCO)CC3)cc(=O)oc2c1	-1	-0.5	2	1.1	0	-6	-10	-1.9	.
47	CCOC(=O)CCCNC(=O)CCNC(=O)c1ccc(OCC)cc1	2	-0.3	4	-1.0	-1	-4	-5	-1.4	.
48	CCOC(=O)c1oc2ccccc2c1CN1CCCCC1	0	0.1	3	0.2	1	-2	3	0.0	1.7
49	O=C(c1ccc(Cl)cc1)C1CCCN(Cc2cccc3cnccc23)C1 (stereo not given)	-9	-0.9	21	5.6	3	1	2	-7.4	1.6
50	COc1ccc(NC(=O)c2ccc3c(c2)CCN3S(=O)(=O)c2ccccc2)c(OC)c1	3	-0.1	28	-1.8	-2	22	-1	-0.6	-0.8

Retrieved by structure from the entries so far:
nr	SMILES	BoNT F protease	BoNT-A LC inh2	Yp Topo-I inh	PfHsp40 yeast	Anthrax LF prot	CCHFV vOTU inh	PrPC surface inh	FadD28 FP inh	TcdB GH inh
40	Cc1ccc(-n2ncc3c2CCCC3NC(=O)CCC2=NNC(=O)CC2)cc1C (stereo not given)	-5	3.2	3	-0.6	0	-11	-2	-1.4	0.9
37	Cc1ccc(N2C(=O)c3ccccc3C2C(=O)c2cc(C)ccc2O)cc1 (stereo not given)	-1	0.1	-1	1.9	-1	-3	0	-1.9	-0.1
35	CN(C(=O)c1cccc(NC(=O)Cc2cccc([N+](=O)[O-])c2)c1)C1CCCC1	1	-0.2	12	-0.3	-4	15	-2	-5.9	4.1
26	O=C(O)c1cccc(-n2cccc2/C=C\[N+](=O)[O-])c1	-4	-0.5	-5	0.6	-4	11	-8	1.1	1.2

Additional records.
nr	SMILES	BoNT F protease	BoNT-A LC inh2	Yp Topo-I inh	PfHsp40 yeast	Anthrax LF prot	CCHFV vOTU inh	PrPC surface inh	FadD28 FP inh	TcdB GH inh
51	COC(=O)c1ccc(CSc2nc3ccccc3c(=O)n2Cc2ccco2)o1	-1	0.2	17	0.4	2	8	2	-4.9	0.0
52	CNC(=O)c1nn(-c2ccc(C)cc2)ccc1=O	-5	0.2	-10	-0.2	-3	9	-5	-2.8	.
53	COc1ccc(OC)c(NC(=O)CSc2ccccc2)c1	?	1.6	9	0.4	1	1	7	-4.6	.
54	CC1(C)CC(=O)C(/C=N/c2ccccn2)=C(O)C1	-9	0.7	-2	0.1	-3	21	7	1.8	.
55	O=C(COc1cc2oc(=O)c3c(c2cc1Cl)CCC3)NCCCN1CCCC1=O	-3	0.4	1	1.1	-1	6	-2	0.3	1.1
56	O=C(Nc1cnccn1)c1csc2ccccc12	0	-0.9	0	-0.3	-3	-6	-2	0.6	.
57	CSCCC(NC(=O)c1ccco1)C(=O)OCc1cc([N+](=O)[O-])cc2c1OCOC2 (stereo not given)	0	-1.1	6	-0.4	-3	4	-8	1.4	1.4
58	CCCCN1CC(C)(C)Oc2cccc(F)c2S1(=O)=O	-4	-0.1	0	-0.7	1	5	8	-4.7	3.7
59	CC(C)C[C@H](CO)Nc1nc(N(C)c2cccc(Cl)c2)c2ncn(C(C)C)c2n1	-6	-0.3	-2	1.1	0	14	14	-0.6	1.0
60	COc1ccc(-c2ccc(SCc3ccccn3)nn2)cc1OC	0	0.7	1	-0.5	3	-3	11	1.7	0.7
61	CC(=O)c1cccc(NC(=O)COC(=O)c2cccc(N3C(=O)c4ccccc4C3=O)c2)c1	-3	0.8	2	-0.5	1	-10	6	-1.1	0.4
62	O=C1NC2(CCCCC2)C(=O)N1c1cccc(Cl)c1	7	0.2	-9	-2.0	-3	4	6	0.0	-4.5
63	Cn1cccc1C(=O)OCC(=O)NCc1cccs1	3	0.3	4	-1.0	-5	-9	7	-1.1	0.5
64	O=C(CN1c2cccc3cccc(c23)S1(=O)=O)NCc1ccc(F)cc1	-4	0.3	23	-1.5	-1	7	-17	-1.8	2.2
65	CC1(c2ccc3c(c2)OCCO3)NC(=O)N(CC(=O)Nc2c(F)cccc2F)C1=O (stereo not given)	6	2.5	13	-1.9	3	1	-7	1.2	1.2
66	CCNC(=O)C1(C)CCN(C(=O)c2cc(C)oc2C)C1 (stereo not given)	-3	-0.3	-2	.	-5	-6	1	-3.5	0.4
67	O=S(=O)(c1cccc2ccccc12)N1CCC2CC1c1cc(Cl)ccc12 (stereo not given)	-3	-0.5	18	-0.6	-8	9	-6	-5.8	3.6
68	COc1ccc(-c2sc(Nc3ccccc3)n[n+]2-c2ccccc2)cc1Br	-6	-0.5	8	1.0	-2	9	-4	0.9	1.6
69	CCc1ccc(NC(=O)c2cc(-c3ccco3)on2)cc1	-3	-2.4	2	0.0	-1	-20	4	0.0	.
70	O=C(OCC1CC(c2ccccc2)=NO1)c1ccc(Br)cc1 (stereo not given)	-1	0.6	15	2.0	2	-10	3	0.8	0.3
71	CN(Cc1ccccc1)C(=O)CSc1n[nH]c(N)n1	-8	-2.8	1	-0.1	1	12	4	-2.9	0.9
72	O=C(COC(=O)c1cc(S(=O)(=O)Nc2ccccc2Cl)ccc1O)Nc1ccc(F)c(F)c1F	1	0.2	6	-0.7	-4	2	2	-1.6	0.2

Assay outcomes as filed in PubChem.
